Rpn11 inh: inhibitors of human proteasome Rpn11 | O00487 | human 26S proteasome, Ub4-pepOG fluorescence polarization; 20S core pre-blocked with epoxomicin | calls only at 20 µM | 360,000 compounds, 0.59% hits | AID 588493;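 active = inhibition at 20 µM, scaled to each plate's controls, above about 33%, limit read from the data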
Target sequence (O00487 whole entry, looked up): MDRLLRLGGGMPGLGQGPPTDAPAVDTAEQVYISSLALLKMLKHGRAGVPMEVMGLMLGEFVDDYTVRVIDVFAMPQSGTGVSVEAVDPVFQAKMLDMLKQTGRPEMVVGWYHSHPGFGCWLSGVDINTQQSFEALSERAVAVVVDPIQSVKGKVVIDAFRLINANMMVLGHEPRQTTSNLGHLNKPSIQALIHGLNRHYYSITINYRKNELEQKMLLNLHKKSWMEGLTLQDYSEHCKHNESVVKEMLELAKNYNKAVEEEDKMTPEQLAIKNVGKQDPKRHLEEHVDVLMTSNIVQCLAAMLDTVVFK
MLLE-PAM2 inh: blocks PAM2 peptide binding to the PABP1 MLLE domain; P11940; GST-MLLE / FITC-PAM2 fluorescence polarization; inhibition, % at 20 µM; 360,000 compounds, 0.36% hits; AID 588489; in the data active = inhibition above about 35%, passing the limit was not always enough;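 also: plate controls were DMSO wells with GST-MLLE for no effect and wells lacking GST-MLLE protein for full effect; some results filed as inactive read as strong as hits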
Target sequence (P11940 whole entry, looked up, the tested form may be a part): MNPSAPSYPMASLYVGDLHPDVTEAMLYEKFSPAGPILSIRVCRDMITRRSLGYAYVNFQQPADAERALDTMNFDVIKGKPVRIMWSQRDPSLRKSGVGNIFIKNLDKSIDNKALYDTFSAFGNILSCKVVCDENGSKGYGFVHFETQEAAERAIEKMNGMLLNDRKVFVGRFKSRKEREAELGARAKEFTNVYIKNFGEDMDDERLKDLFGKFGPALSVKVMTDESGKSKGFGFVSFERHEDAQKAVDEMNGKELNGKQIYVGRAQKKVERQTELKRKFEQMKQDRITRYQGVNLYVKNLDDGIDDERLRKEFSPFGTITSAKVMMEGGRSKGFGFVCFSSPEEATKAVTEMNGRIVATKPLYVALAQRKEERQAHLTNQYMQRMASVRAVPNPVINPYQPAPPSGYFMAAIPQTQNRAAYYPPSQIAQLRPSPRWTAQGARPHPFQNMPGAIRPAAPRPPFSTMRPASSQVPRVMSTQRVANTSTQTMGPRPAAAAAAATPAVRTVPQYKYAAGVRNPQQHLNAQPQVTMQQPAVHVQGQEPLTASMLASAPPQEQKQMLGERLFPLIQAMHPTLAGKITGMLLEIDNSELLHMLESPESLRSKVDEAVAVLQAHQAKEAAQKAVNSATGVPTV
E coli Lon inh: E. coli protease La inhibition | P0A9M0 | purified E. coli Lon protease, fluorescence polarization | inhibition, % at 7.94 µM | 360,000 compounds, 0.42% hits | AID 602123; in the data active = inhibition above about 13%, passing the limit was not always enough;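 also: 0% = enzyme with probe and DMSO and 100% = no enzyme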
MT1-MMP act inh: inhibitors of human MT1-MMP activation; HT1080 RFP-PRO-GFP cells, GFP/RFP ratio fluorescence, overnight; percent of plate control window, DMSO zero; GFP/RFP ratio change, % at 20 µM; 360,000 compounds, 0.061% hits;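 active = GFP/RFP ratio change of at least 30% with cell ATP level not reduced by more than half and red fluorescence within 50% of control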; also: strong numbers were not always called active
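Assay system – RFP-PRO-GFP reporter HT1080 cells · Compound dosing – single dose of 20 µM compound, 1% DMSO final · Incubation – overnight compound exposure at 37 °C · Measure – GFP/RFP fluorescence ratio · Benchmarks – DMSO wells and RFP-L50D-GFP cells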
Rin1 Abl inh: inhibitors of human Rin1-Abl protein interaction. 360,000 compounds, 0.4% hits. TR-FRET Rin1/Abl binding, biochemical. AID 588664. inhibition, % at 7.35 µM. P00519+Q13671; in the data active = inhibition above about 5%, passing the limit was not always enough
CSN deneddyl inh: CSN deneddylation inhibition | Purified CSN, SCF-Nedd8-OG deneddylation, fluorescence polarization | Q92905 | 360,000 compounds, 0.38% hits | inhibition, % at 12.5 µM;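 active = pattern-corrected inhibition above about 35%, with an unprinted fluorescence ratio check between 0.5 and 1.5, limit read from the data, passing the limit was not always enough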;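 also: 0% = enzyme with substrate and 100% = substrate without enzyme; some results filed as inactive read as strong as hits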
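Schedule: reaction 90 min, room temperature / Assay system: HEK293T-derived human Csn5 enzyme / Input: Csn5 at 0.24 nM final / Measure: inhibition of Csn5 cleavage, % / Control set: substrate-only high control, full reaction low control / Technique: fluorescence polarization of the substrate / Buffer or medium: Tris/NaCl/DTT buffer, pH 7.5 / Reagent: SCFSkp2-Nedd8OG substrate at 10 nM final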
MsrA act: activators of bovine methionine sulfoxide reductase A; purified bovine MsrA, absorbance read-out; activation, % at 10.6 µM; 360,000 compounds, 0.3% hits; in the data active = activation above about 7.5%;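 also: 0% = vehicle and 100% = reference activator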
MsrA inhibitor: inhibits bovine methionine sulfoxide reductase A; purified bovine MsrA, absorbance read-out; inhibition, % at 15.5 µM; 360,000 compounds, 0.75% hits; AID 651718; in the data active = inhibition above about 4.5%;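 also: 0% = vehicle wells with enzyme and 100% = reference inhibitor wells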
FAS-TE inh: inhibitors of human fatty acid synthase thioesterase domain | P49327 | recombinant FAS-TE, OMFH fluorogenic substrate, fluorescence endpoint | inhibition, % at 15 µM | 360,000 compounds, 0.67% hits | AID 602261;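 active = compounds whose normalised, plate-corrected inhibition of enzyme fluorescence in the single-dose primary screen is 50% or more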;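 also: 0% = DMSO with enzyme and 100% = substrate without enzyme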
Starred values were filed as active, the others as inactive; i = inactive.

SMILES	Rpn11 inh	MLLE-PAM2 inh	E coli Lon inh	MT1-MMP act inh	Rin1 Abl inh	CSN deneddyl inh	MsrA act	MsrA inhibitor	FAS-TE inh
Cc1csc(SCC(=O)Nc2nc3ccccc3s2)n1	i	-3.3	-8.4	-0.1	-0.1	-3.9	-3.9	-1.3	0.5
O=C(Nc1nnc(C2=COCCO2)o1)c1ccc(S(=O)(=O)N2CCCCC2)cc1	i	-9.5	-5.8	-5.5	2.0	1.7	-3.3	0.9	-11.7
O=C1CN(C(=O)COC(=O)C2=COCCO2)c2ccccc2N1	i	-6.3	1.8	0.3	-0.8	-2.8	0.9	-0.6	-6.8
Cc1ccnc(SCc2cc(=O)c(OC(=O)c3ccc(Br)o3)co2)n1	i	-6.5	-8.2	3.1	1.8	-1.4	-10.6	0.9	1.1
NC(=O)c1c(NC(=O)c2ccc(F)cc2)sc2c1CCC2	i	-3.5	-21.3	-8.7	-0.9	1.8	-2.8	-0.1	-4.1
CCC(CC)C(=O)Nc1nnc(SCC(=O)NC(C)(C)C)s1	i	3.2	4.2	1.9	1.4	-4.9	-3.1	-0.9	-1.9
CCC(CC)C(=O)c1c[nH]c(C(=O)NCCOC)c1	i	3.3	-5.0	1.7	-0.2	-6.0	-2.1	0.5	-3.3
COC(=O)CN1C(=O)C(O)(CC(=O)c2ccc(C)o2)c2ccccc21 (stereo not given)	i	-1.3	6.2	-0.8	1.1	-1.0	-10.3	-0.9	-8.1
O=C(NC1CCN(C(=O)Nc2cccc(F)c2)CC1)C1CCCCC1	i	6.4	3.6	0.6	-2.9	3.8	-0.9	-0.6	-3.3
COc1ccccc1/C=C/C(=O)OCCN1CCOCC1	i	9.4	-2.9	1.0	0.4	-4.8	-7.4	1.3	-6.2
Cc1nn(-c2ccccc2)c(C)c1C(=O)OCC(=O)Nc1cccc(S(N)(=O)=O)c1	i	-3.2	-2.6	-9.0	0.6	-5.3	-1.4	0.9	-6.6
CN(C)CCN(C(=O)c1ccc2c(c1)OCCO2)c1nc2cc3c(cc2s1)OCO3	i	-20.8	1.8	-2.6	-0.4	-2.9	-3.0	2.1	5.4
CC1Cn2c(nnc2-c2cccs2)S1 (stereo not given)	i	-14.9	-3.4	2.6	-6.1	-6.5	2.9	-0.6	-7.4
COCCn1c(=O)[nH]c2cc(C(=O)NCCN3CCN(c4ccc(OC)cc4)CC3)ccc2c1=O	i	-8.3	4.7	3.7	-0.2	-0.3	-1.2	-0.9	-6.4
CC1=C(C(=O)N(C(C)C)C(C)C)CC(CC(=O)NCCc2ccccn2)C(=O)N1CCCN1CCCC1=O (stereo not given)	i	15.1	-4.8	5.2	7.1	1.8	-8.4	-0.1	-8.1
O=C(CSc1ccsc1[N+](=O)[O-])NCc1ccco1	i	33.1	1.2	-2.1	-3.2	17.9	-12.4	1.0	-5.7
CC1CCCCC1NC(=S)Nc1ccc(Cl)cc1Cl (stereo not given)	i	14.7	8.3	-0.6	-5.3	-4.8	-3.0	0.2	18.7
CCN1CCCC1CNC(=O)CCc1nnc(CCC2CCCCC2)o1 (stereo not given)	i	-16.3	4.0	2.2	-1.1	-2.7	0.6	0.2	-2.1
CCOC(=O)c1csc(NC(=O)c2ccc(N3C(=O)CCC3=O)cc2)n1	i	-6.7	-2.4	-0.4	-1.9	1.1	0.1	-0.7	-2.0
COc1ccc(-c2nn(C)c(=O)c3ccccc23)cc1NC(=O)Cn1nc(-c2ccccc2)c2ccccc2c1=O	i	-2.6	-11.6	-1.4	-2.2	3.3	0.1	-0.6	8.3
CCOC(=O)c1cnc(-c2ccccc2)nc1Oc1ccc(OC)cc1	i	-11.3	-8.0	-6.2	3.6	1.4	-3.6	-1.1	1.0
Cc1ccc(C)c(NC(=O)CCN2CCC(C)CC2)c1	i	-7.4	-3.9	2.4	-1.5	0.2	-2.5	-0.7	-3.3
Cc1ccsc1C1Nc2ccc3ncccc3c2C2=C1C(=O)CC(C)(C)C2 (stereo not given)	i	-6.3	22.3*	-13.8	-2.9	-5.6	-7.2	1.0	16.4
Cc1ccc2nc(-c3ccc(NC(=O)CSCC(=O)O)cc3)sc2c1	i	16.8	-4.6	3.0	-3.1	-0.3	-6.4	4.4	-5.7
COc1cc(C2NC(=O)NC(C)=C2C(=O)OC(C)C)ccc1OC(=O)c1ccco1 (stereo not given)	i	8.7	-1.0	-0.3	-2.3	3.8	-1.4	-1.6	-2.1

Next records follow:
SMILES	Rpn11 inh	MLLE-PAM2 inh	E coli Lon inh	MT1-MMP act inh	Rin1 Abl inh	CSN deneddyl inh	MsrA act	MsrA inhibitor	FAS-TE inh
Cc1nc2ccccn2c1C(=O)C(=O)Nc1cc(F)ccc1F	i	7.1	1.8	0.3	-0.8	-0.2	-3.0	1.2	-0.7
CCCc1cc(=O)[nH]c(SCC(=O)N2CC3(C)CC2CC(C)(C)C3)n1 (stereo not given)	i	-0.5	-7.4	-1.4	-0.3	-4.5	-1.7	-1.1	0.3
CCOc1ccc(/C=C/C(=O)N(CC)CC(=O)Nc2c(F)cccc2F)cc1OC	i	-5.5	-3.7	0.3	-3.9	3.4	-5.5	3.2	-2.7
CN(Cc1ccc(OC(F)F)cc1)C(=O)c1ccc2c(=O)n3c(nc2c1)CCC3	i	0.4	-5.5	-3.0	-7.1	-2.7	-2.4	0.6	-3.0
O=C(NC1CCN(Cc2ccccc2)CC1)C1CCCN(S(=O)(=O)c2cccc3nonc23)C1 (stereo not given)	i	-15.5	-8.7	1.8	1.9	2.1	-3.7	0.3	-6.8
O=C(/C=C/c1ccc(Cl)cc1Cl)NCc1ccncc1	i	10.3	5.7	-0.5	-0.4	2.8	-0.6	-0.2	2.3
COC(=O)CNC(=O)c1ccc(OC2CCN(C(=O)C3CC3)CC2)cc1	i	3.0	-10.4	-6.7	-2.5	1.0	-2.5	-0.7	-3.4
O=C(O)c1cccc(S(=O)(=O)NNc2ccccc2C(F)(F)F)c1	i	12.3	-10.2	1.4	-1.7	6.1	-3.0	0.1	-7.5
CCOc1ccc(C(=O)CC(=O)C(=O)NCCc2ccc(OC)c(OC)c2)cc1	i	-6.0	-24.2	3.0	-1.8	5.9	-0.4	1.9	2.7
COc1ccccc1NS(=O)(=O)c1cc(NC(=O)CCNC(C)=O)ccc1C	i	-3.5	-1.9	-0.3	-1.3	-0.7	0.3	-0.1	-2.8
CCOc1ccc(N=C2SC(C(=O)O)CC(=O)N2C)cc1 (stereo not given)	i	14.3	0.5	4.7	4.2	-4.5	-0.8	-0.7	-0.9
CC1(C)N(O)CC(c2cccs2)=[N+]1[O-]	i	9.5	1.8	9.9	1.2	1.6	-0.9	-0.3	-6.4
CC(=O)Nc1ncc2c(n1)CC(c1ccco1)CC2=O (stereo not given)	i	13.9	1.0	0.4	0.6	-0.2	-0.3	0.4	-5.6
CCc1ccc(N2CC(C)Cn3c2nc2c3c(=O)[nH]c(=O)n2C)cc1 (stereo not given)	i	10.3	0.9	6.8	4.0	1.8	-2.3	-0.5	-1.7
CCN(CC)CCCOC(=O)c1ccc(OC)cc1O	i	3.7	-4.9	-1.7	-1.0	-9.9	-3.5	-0.3	-8.0
C=CCCCCCCCCc1nc(SCC(=O)O)n[nH]1	i	-12.7	6.5	0.8	-3.6	0.3	-3.4	-0.3	-5.4
C/C=C/COC(=O)C1=C(C)NC(=O)NC1c1ccc2c(c1)OCO2 (stereo not given)	i	20.2	2.5	-2.2	2.3	2.2	-2.0	2.0	-5.1
CCCCOc1ccccc1C1CC(=O)NC2=C1C(=O)CCC2 (stereo not given)	i	11.4	-3.8	-2.5	-2.1	-4.4	-2.8	1.0	-3.2
CCOC(=O)c1[nH]c2ccccc2c1NC(C)=O	i	0.9	-6.4	1.5	0.0	-1.5	-4.9	1.3	-10.8
CSc1nsc(SCC(=O)Nc2cc(C(=O)O)ccc2C)n1	i	34.3	8.9	-5.5	0.5	-0.2	-6.1	-0.2	-7.4
CCOC(=O)C1(C)CCCN1C(=O)c1ccc(C(F)(F)F)nc1C (stereo not given)	i	-6.6	2.0	5.5	0.7	0.8	-1.3	-0.7	-5.5
Cc1ccc(NC(=O)CSc2cccc[n+]2[O-])c([N+](=O)[O-])c1	i	6.3	-0.4	-7.4	-2.7	-3.9	-2.4	1.1	-5.4
CSc1ccc(CN(C)CC(=O)Nc2ccccc2Br)cc1	i	2.4	7.1	-3.7	-0.1	-11.5	-3.0	0.0	29.0
CCOc1ccc(NC(=O)CC2C(=O)N(c3ccc(OC)cc3)C(=S)N2Cc2ccccn2)cc1 (stereo not given)	i	18.5	-7.3	7.8	-1.8	2.0	-4.2	0.2	4.2
O=c1[nH]cnc2ccccc12	i	-1.8	9.4	9.0	2.1	4.7	-10.7	-0.4	-9.9

The list goes on.
SMILES	Rpn11 inh	MLLE-PAM2 inh	E coli Lon inh	MT1-MMP act inh	Rin1 Abl inh	CSN deneddyl inh	MsrA act	MsrA inhibitor	FAS-TE inh
COC(=O)c1ccccc1NC(=O)C1CCN(S(=O)(=O)c2cc(OC)ccc2OC)CC1	i	-9.1	-0.8	1.4	-2.3	-4.8	-5.4	1.6	12.8
Cc1ccc(S(=O)(=O)NC2CCCCC2)cc1C(=O)N1CCC(C(N)=O)CC1	i	-3.1	-4.6	-3.2	3.6	-7.1	-5.2	-0.5	-9.0
CN(C)c1nnnn1Cc1ccccc1	i	9.0	-8.0	-2.5	3.5	2.4	-5.4	-0.3	-10.0
O=S(=O)(NCc1ccc(F)cc1)c1ccc2c(c1)OCCO2	i	-3.8	6.8	-4.1	-2.1	4.9	-0.3	1.6	-1.1
Cc1ccccc1-c1nc(P(=O)(c2ccccc2)c2ccccc2)c(N2CCOCC2)o1	i	10.1	0.5	-7.0	1.6	-1.1	-5.9	-0.1	22.9
Cc1ccc(OCC(=O)NN=C2C3CC4CC(C3)CC2C4)cc1	i	-3.7	-8.8	2.4	0.8	-1.7	1.6	0.0	1.1
CCC(C)(C)n1nnnc1C(c1ccccn1)N1CCN(c2cccc(OC)c2)CC1 (stereo not given)	i	1.8	-4.0	-0.1	0.3	-4.7	-2.4	0.4	0.2
O=C(Cc1ccc(Cl)cc1)Nc1ccccc1C(=O)Nc1ccc(C(=O)O)cc1	i	10.6	4.1	1.9	0.3	0.6	1.1	1.8	-1.3
Cc1ccc(C2(c3ccccc3)NC(=O)N(CC(=O)NC3(C#N)CCCC3)C2=O)cc1C (stereo not given)	i	6.3	5.0	3.9	-6.5	8.7	-1.7	0.9	8.3

Copied from the list:
CSN deneddyl inh with Cc1ccc(S(=O)(=O)NC2CCCCC2)cc1C(=O)N1CCC(C(N)=O)CC1 = -7.1
MsrA inhibitor with CN(C)c1nnnn1Cc1ccccc1 = -0.3

Four compounds out of the list, arranged by formula weight, falling.
SMILES	Rpn11 inh	MLLE-PAM2 inh	E coli Lon inh	MT1-MMP act inh	Rin1 Abl inh	CSN deneddyl inh	MsrA act	MsrA inhibitor	FAS-TE inh
CCC(C)(C)n1nnnc1C(c1ccccn1)N1CCN(c2cccc(OC)c2)CC1 (stereo not given)	i	1.8	-4.0	-0.1	0.3	-4.7	-2.4	0.4	0.2
Cc1ccc(S(=O)(=O)NC2CCCCC2)cc1C(=O)N1CCC(C(N)=O)CC1	i	-3.1	-4.6	-3.2	3.6	-7.1	-5.2	-0.5	-9.0
O=S(=O)(NCc1ccc(F)cc1)c1ccc2c(c1)OCCO2	i	-3.8	6.8	-4.1	-2.1	4.9	-0.3	1.6	-1.1
CN(C)c1nnnn1Cc1ccccc1	i	9.0	-8.0	-2.5	3.5	2.4	-5.4	-0.3	-10.0

Screens (PubChem BioAssay)
